# Compound activity (PubChem BioAssay)
# Fam108B counter: mouse Fam108B serine hydrolase inhibitors, primary screen, counter-screen for RBBP9 inhibitor project, biochemical, fluorescence polarization. recombinant Fam108B, FP-Rh probe fluorescence polarization. inhibition, % at 9.51 µM. 300,000 compounds, 0.33% hits. AID 1947, 2009;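 active means inhibition above the screen mean inhibition plus 3 SD, computed separately per campaign, cut at about 18% in these data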;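 further: inhibitors lower polarization as less probe binds the enzyme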
# MCL1-BIM inh: inhibitors of MCL1 binding to BIM-BH3, primary screen, biochemical, fluorescence polarization; Induced myeloid leukemia cell differentiation protein Mcl-1 (Homo sapiens), Q07820; GST-MCL1 / FITC-Bim-BH3 fluorescence polarization; inhibition, % at 10.9 µM; 320,000 compounds, 0.68% hits; AID 2057, 2009;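 active means inhibition above the mean inhibition of all tested compounds plus 3 SD, set per campaign, cut at about 40% in these data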;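 further: 0% = DMSO wells and 100% = unlabeled Bim-BH3 peptide control; higher means more loss of mP so more displacement of Bim peptide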
# Target sequence (Q07820 whole entry, looked up): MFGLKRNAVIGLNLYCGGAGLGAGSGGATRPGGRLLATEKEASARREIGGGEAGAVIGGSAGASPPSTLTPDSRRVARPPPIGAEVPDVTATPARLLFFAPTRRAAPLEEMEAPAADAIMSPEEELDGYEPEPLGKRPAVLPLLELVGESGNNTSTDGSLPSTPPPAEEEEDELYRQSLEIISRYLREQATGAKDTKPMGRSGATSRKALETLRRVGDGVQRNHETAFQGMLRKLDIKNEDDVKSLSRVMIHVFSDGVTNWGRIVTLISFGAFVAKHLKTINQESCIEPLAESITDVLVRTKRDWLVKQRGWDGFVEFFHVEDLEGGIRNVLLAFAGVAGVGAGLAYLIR
# GLD-1 RNA inh: GLD-1/TGE RNA complex disruptors, primary screen, biochemical, fluorescence polarization. purified GLD-1 + fluorescein TGE RNA. Female germline-specific tumor suppressor gld-1 (Caenorhabditis elegans), Q17339. AID 2280, 2010. inhibition, % at 5.96 µM. 320,000 compounds, 0.44% hits;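 active means percent inhibition above a per-plate cutoff, the plate mean of test compounds plus 3 SD, cut at about 30% in these data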;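 further: 0% = DMSO wells with GLD-1 and probe and 100% = wells lacking GLD-1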
# BCLXL inh: inhibitors of human Bcl-xL, primary screen, biochemical, fluorescence polarization, HTS | 320,000 compounds, 0.7% hits | GST-Bcl-xL / FITC-Bim BH3 peptide fluorescence polarization | Bcl-2-like protein 1 (Homo sapiens), Q07817 | inhibition, % at 10.9 µM | AID 2129, 2009;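 active means inhibition above the mean of all tested compounds plus 3 SD, cutoff set per campaign, cut at about 30% in these data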;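 further: 0% = DMSO wells and 100% = unlabeled Bim-BH3 peptide competitor; inhibitors lower millipolarization by displacing the labeled peptide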
# PME-1 inh: PME-1 inhibitors via competitive probe labeling, primary screen, biochemical, fluorescence polarization, FP-Rh probe, HTS; recombinant PME-1; inhibition, % at 5.9 µM; 320,000 compounds, 0.53% hits; AID 2130, 2009;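 active means inhibition above the campaign mean of all compounds plus 3 SD, cut at about 26% in these data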;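 further: competitive labeling of PME-1 active site by serine hydrolase directed probe; 0% = PME-1 with DMSO and 100% = wells lacking PME-1 enzyme; inhibitors block probe labeling so polarization falls and inhibition rises; many of its hits are not listed in these tables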
# Target sequence (Q9Y570 whole entry, looked up): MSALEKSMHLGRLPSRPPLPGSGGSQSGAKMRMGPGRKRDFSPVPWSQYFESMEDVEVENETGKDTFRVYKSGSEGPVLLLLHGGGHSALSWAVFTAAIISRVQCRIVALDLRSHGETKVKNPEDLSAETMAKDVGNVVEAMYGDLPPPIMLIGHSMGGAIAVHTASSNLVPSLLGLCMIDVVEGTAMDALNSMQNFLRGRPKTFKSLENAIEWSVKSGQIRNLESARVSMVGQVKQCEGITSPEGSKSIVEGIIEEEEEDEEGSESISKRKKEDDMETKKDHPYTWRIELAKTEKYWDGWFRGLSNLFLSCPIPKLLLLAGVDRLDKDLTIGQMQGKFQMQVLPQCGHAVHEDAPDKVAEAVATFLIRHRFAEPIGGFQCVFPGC
# AHR act: AHR activators, primary screen, cell-based, luminescence, luciferase reporter, human. Aryl hydrocarbon receptor (Homo sapiens), P35869. AHR-responsive luciferase reporter cells. activation, % at 5 µM. 320,000 compounds, 2.5% hits. AID 2796, 2010; in the data active means activation above about 47%;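 further: 0% = vehicle wells and 100% = reference agonist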
# pPAFAH FP inh: pPAFAH enzyme inhibitors, primary screen, biochemical, fluorescence polarization, human; Platelet-activating factor acetylhydrolase (Homo sapiens), Q13093; recombinant pPAFAH, FP-rhodamine probe fluorescence polarization; inhibition, % at 3.39 µM; 330,000 compounds, 1.5% hits;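 active means inhibition above the mean inhibition across the screen plus 3 SD, cut at about 25% in these data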;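 further: inhibitors block binding of the rhodamine activity-based probe so polarization drops; 0% = enzyme with DMSO and 100% = wells lacking pPAFAH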
# PAFAH1B2 inh: PAFAH1B2 enzyme inhibitors, primary screen, biochemical, fluorescence polarization, human | 340,000 compounds, 1.2% hits | recombinant PAFAH1B2, FP-rhodamine activity probe | AID 492953, 2010 | inhibition, % at 3.39 µM | Platelet-activating factor acetylhydrolase IB subunit alpha2 (Homo sapiens), P68402;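 active means inhibition above the mean of all tested compounds plus 3 SD, cut at about 24% in these data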;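 further: 0% = enzyme with DMSO and 100% = wells lacking PAFAH1B2; many of its hits are not listed in these tables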
# Target sequence (P68402 whole entry, looked up): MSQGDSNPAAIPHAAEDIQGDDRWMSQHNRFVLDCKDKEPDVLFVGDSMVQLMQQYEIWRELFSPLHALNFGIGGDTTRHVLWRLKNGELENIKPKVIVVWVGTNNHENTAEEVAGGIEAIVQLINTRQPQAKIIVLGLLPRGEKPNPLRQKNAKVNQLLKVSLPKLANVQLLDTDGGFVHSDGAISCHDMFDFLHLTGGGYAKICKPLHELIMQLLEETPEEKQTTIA
# MEX-5 binding: MEX-5 zinc finger RNA-binding disruptors – biochemical, C. elegans, fluorescence polarization, MLPCN library, primary screen; AID 1832, 2009; MEX-5/FITC-TCR2 RNA binding; stronger effect = lower value; 300,000 compounds, 0.38% hits; activity score (negative = inhibition of binding), % at 10 µM;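 active means inhibition past about -25% in most replicates, and total fluorescence under double the plate's negative control median, limit read from the data; inconclusive means replicates evenly split on the limit, or fluorescence at least double controls; inactive means too little inhibition in most replicates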;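 further: 0% = DMSO and -100% = 5 µM competing unlabeled TCR2 RNA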
# Numbers without * were called inactive; ? = inconclusive; · = no result given.
SMILES	Fam108B counter	MCL1-BIM inh	GLD-1 RNA inh	BCLXL inh	PME-1 inh	AHR act	pPAFAH FP inh	PAFAH1B2 inh	MEX-5 binding
CC1CCC(n2c(=S)[nH]c3ccccc3c2=O)CC1 (stereo unspecified)	-2	0	-9	1	5	2	4	1	1.5
CCC(=O)NC1(C(F)(F)F)C(=O)NC(C)=C1C#N (stereo unspecified)	-3	10	9	6	-3	1	-4	2	0.8
Cc1ccc(NC(=O)CS(=O)CC(=O)N(C2CCCC2)C(C)C(=O)NC2CCCCC2)cc1 (stereo unspecified)	3	0	10	3	2	0	0	0	-2.3
COc1ccc(C(=O)N2CCN(Cc3nc(CC4CC4)no3)CC2)cc1	3	4	4	10	-1	-1	3	-2	1.7
CCOC(=O)N1C2=NC(C(=O)OC)=C(C(=O)OC)[C@@H]3N(Cc4ccccc4)c4ccccc4[C@]23C[C@H]1C(=O)OC	0	8	2	8	0	7	3	·	0.8
O=C1CCC([N+](=O)[O-])C(C2CC=CCC2)N1 (stereo unspecified)	0	0	12	4	-4	0	-3	3	·
Cc1ccc(CO/N=C/C2=C(Cl)c3ccccc3CC2)cc1	-1	3	7	7	-8	-1	3	5	2.8
COc1ccc(C)cc1S(=O)(=O)N(CC(=O)Nc1ccc2c(c1)OCCO2)Cc1ccccc1	-2	8	8	3	1	-1	3	2	-0.1
O=C(CN1CCC(NC(=O)C2CC2)CC1)Nc1cccc(F)c1	3	5	5	5	-1	0	-2	3	-0.9
Cc1ccc(CNC(=O)C2CCC(CNc3nc(=S)[nH]c4ccccc34)CC2)cc1 (stereo unspecified)	-18	8	-1	9	-20	3	-3	-1	-1.2
CCOC(=O)Cn1c(=NC(=O)C(C)C)sc2c(C)cc(C)cc21	-1	-2	2	0	2	5	3	4	0.8
CC(C)Cn1nc(NS(=O)(=O)c2cccc3nonc23)c2cc3ccccc3nc21	4	3	4	6	0	2	14	4	-2.0
Nc1c(Br)c(=O)[nH]c(=O)n1-c1ccc(F)cc1	-1	2	-6	1	-4	2	0	3	1.9
O=C(NCCCCc1ccccc1)c1ccccc1Br	0	1	4	3	6	-1	-1	·	0.8
O=C1NC(=S)S/C1=C/c1ccc(N2CCOCC2)o1	-311	65*	12	47*	-24	3	19	-195	?
Cc1ccc(Cn2cc(-c3ccccc3)nn2)cc1	-6	6	1	3	-3	4	1	-1	-4.8
Cc1nn(C)c(C)c1CN(C)C(=O)CCCC(=O)O	-1	-2	1	6	1	1	1	-3	-0.2
CC(C)c1ccc(C(=O)Nc2nnc(S(=O)(=O)N3CCCCC3)s2)cc1	-4	2	-4	7	-2	4	8	12	0.9
CCc1ccc(N(CC(=O)NCc2ccco2)C(=O)CCC(=O)Nc2nccs2)cc1	-7	4	5	3	1	2	5	2	0.5
O=C(CSc1nnc2ccc(-c3cccnc3)nn12)Nc1ccccc1	1	-1	4	5	1	35	3	2	-0.7

# Full records, quoted from the list. Order of values: Fam108B counter | MCL1-BIM inh | GLD-1 RNA inh | BCLXL inh | PME-1 inh | AHR act | pPAFAH FP inh | PAFAH1B2 inh | MEX-5 binding
# Entry for CCC(=O)NC1(C(F)(F)F)C(=O)NC(C)=C1C#N (stereo unspecified) = -3 | 10 | 9 | 6 | -3 | 1 | -4 | 2 | 0.8
# Entry for Cc1ccc(CO/N=C/C2=C(Cl)c3ccccc3CC2)cc1 = -1 | 3 | 7 | 7 | -8 | -1 | 3 | 5 | 2.8
# Entry for COc1ccc(C)cc1S(=O)(=O)N(CC(=O)Nc1ccc2c(c1)OCCO2)Cc1ccccc1 = -2 | 8 | 8 | 3 | 1 | -1 | 3 | 2 | -0.1

# The results go on.
SMILES	Fam108B counter	MCL1-BIM inh	GLD-1 RNA inh	BCLXL inh	PME-1 inh	AHR act	pPAFAH FP inh	PAFAH1B2 inh	MEX-5 binding
CC1CCC(NS(=O)(=O)c2ccc(Cl)nc2)CC1 (stereo unspecified)	-1	4	2	4	-5	2	-1	-3	-2.0
CSc1cc(C)nc(NC(C)=O)n1	4	-5	1	2	4	2	7	-5	-0.3
CCN(c1ccccc1)S(=O)(=O)c1ccc2c(c1)OCCO2	·	·	4	·	·	3	2	18	·
CCCN1CCN(CCCNC(=O)CCn2nc(-c3ccccc3)ccc2=O)CC1	1	10	-2	6	-4	3	-2	1	-0.4
O=C1CN(C(=O)COC(=O)c2cnc(Cl)c(Cl)c2)c2ccccc2N1	0	-1	6	-5	-3	-1	1	10	-0.6
CCOc1ccc(-c2noc(-c3cccnc3)n2)cc1OCC	-2	3	102*	1	0	-6	3	·	·
O=C(Nc1ccc(S(=O)(=O)N2CCCCC2)cc1)C1CCN(C(=O)c2ccco2)CC1	2	-2	4	6	2	0	0	4	-1.4
CC(C)[C@H](NS(=O)(=O)c1ccccc1)C(=O)OCn1nnc2ccccc2c1=O	3	-3	6	5	-3	3	2	3	-0.3
Cc1nc(N2CCN(C(=O)c3ccco3)CC2)c2oc3ccccc3c2n1	-2	-5	-3	6	3	-2	4	3	0.7
CC(=O)c1sc(-c2ccc(F)cc2)cc1NS(=O)(=O)c1ccccc1	4	12	-1	3	1	1	3	8	-0.9
CC(Oc1ccc(F)cc1)C(=O)Oc1ccc(N(C)S(=O)(=O)c2ccccc2)cc1 (stereo unspecified)	3	1	-3	4	8	1	4	2	0.0
O=C(COC(=O)CCS(=O)(=O)c1ccccc1)Nc1cc(S(=O)(=O)N2CCCCC2)ccc1Cl	-1	2	5	3	13	5	9	3	2.3
O=C(CSc1nncc2ccccc12)N1CCOCC1	2	8	0	6	0	1	5	3	-2.0
Cc1ccn2cc(CNC(=O)c3cccs3)nc2c1	2	2	9	4	1	-1	5	-1	3.6
Cc1cc(=O)oc2cc(OCC(=O)OCC(=O)NC(=O)NC(C)C)ccc12	0	0	8	3	-1	1	-9	3	-0.4
COc1ccc(-c2[nH]nc3c2C(c2ccccc2OC(=O)N2CCOCC2)C(C#N)=C(N)O3)cc1 (stereo unspecified)	-7	-3	6	3	3	2	6	7	0.6
CCOc1ccc(N(CC(=O)Nc2ccc(C)cc2)S(=O)(=O)c2c(C)noc2C)cc1	-5	-6	4	1	-3	11	4	-4	3.7
CN(C)c1ccc(/C=C(/NC(=O)c2ccccc2)C(=O)N/N=C/c2ccc([N+](=O)[O-])c(O)c2)cc1	7	-6	-10	-2	2	-3	11	3	-1.7
Cc1cc(C)cc(NC(=O)CSc2nnc(Cc3cccn3C)n2-c2ccc(F)cc2)c1	-2	1	-4	-1	2	9	8	7	1.6
S=C1NCN(Cc2ccccc2)CN1	1	1	5	3	4	-2	-3	10	·

# Continuation:
Molecule,Fam108B counter,MCL1-BIM inh,GLD-1 RNA inh,BCLXL inh,PME-1 inh,AHR act,pPAFAH FP inh,PAFAH1B2 inh,MEX-5 binding
O=C1Cc2cc(S(=O)(=O)N3CCNCC3)ccc2N1,·,·,-3,·,·,-1,0,5,·
Cc1c(N(C)S(=O)(=O)c2cccc(C(=O)NCC3CCCO3)c2)c(=O)n(-c2ccccc2)n1C (stereo unspecified),-6,-9,1,-5,1,2,-3,0,-1.0
CC1=CC(C)(C)N(C(=O)Nc2ccccc2)c2ccccc21,-3,0,1,3,1,1,1,4,2.1
CCc1ccc(-n2cc(-c3ccc(F)cc3)[n+]3c2SCCC3)cc1,-5,-1,4,-5,-2,1,0,3,1.0
COC(=O)c1onc(-c2ccccc2)c1C(=O)OC,-3,-1,0,4,-2,1,2,0,-2.1
Cc1sc2ncnc(SCC(=O)N3CCCCC3)c2c1C,-1,4,0,7,1,3,-4,2,-3.7
NSc1nc(N)c2nc(-c3ccccc3)c(-c3ccccc3)nc2n1,-2,19,2,18,0,-1,-3,15,2.8
O=C(NCCCN1CCOCC1)c1cc(C(=O)C2CCCCC2)c[nH]1,-2,1,1,2,-8,-3,-1,2,1.1

# Of the compounds above, these contain a nitro group on carbon.
Molecule,Fam108B counter,MCL1-BIM inh,GLD-1 RNA inh,BCLXL inh,PME-1 inh,AHR act,pPAFAH FP inh,PAFAH1B2 inh,MEX-5 binding
O=C1CCC([N+](=O)[O-])C(C2CC=CCC2)N1 (stereo unspecified),0,0,12,4,-4,0,-3,3,·
CN(C)c1ccc(/C=C(/NC(=O)c2ccccc2)C(=O)N/N=C/c2ccc([N+](=O)[O-])c(O)c2)cc1,7,-6,-10,-2,2,-3,11,3,-1.7

# Other results
Molecule,Fam108B counter,MCL1-BIM inh,GLD-1 RNA inh,BCLXL inh,PME-1 inh,AHR act,pPAFAH FP inh,PAFAH1B2 inh,MEX-5 binding
Cc1ccc(NC(=O)/C(=C/c2cccc([N+](=O)[O-])c2)NC(=O)C2CCCCC2)cc1,-1,2,9,1,-10,-1,2,-1,2.7
COc1ccc(/C=N/NC(=O)c2ccccc2OC)cc1COc1ccc(C)cc1,-1,-2,-4,0,3,47*,4,1,1.7
COC(=O)c1ccc(C(=O)OC)c(NC(=O)Nc2ccc3c(c2)OCO3)c1,3,7,-2,6,2,13,0,-2,-3.1
CN1CCN(C(=O)C2CC(c3c(F)cccc3Cl)=NO2)CC1 (stereo unspecified),-1,4,-3,6,3,-2,3,1,3.1
O=C(CN1C(=O)NC(c2ccccc2)(c2ccccc2)C1=O)N1CCN(c2ccc(F)cc2)CC1,·,2,4,4,-2,0,1,9,·
Cc1cccc(OCCn2cc(/C=N/NC(=O)c3ccncc3)c3ccccc32)c1,30*,4,-2,2,27*,25,28*,7,2.6
Cc1cc(OC(=O)c2ccccc2Br)c([N+](=O)[O-])c(=O)[nH]1,5,1,-4,6,-3,0,8,1,-2.1
O=[N+]([O-])c1cc(S(=O)(=O)Nc2ccccc2)ccc1N1CCN(c2ccc(O)cc2)CC1,8,9,2,7,11,-1,30*,0,0.0
COc1ccc(C)cc1S(=O)(=O)Nc1ccccc1C,-4,-5,-3,2,7,10,-1,-2,0.8
C/C(=N\NC(=O)c1ccc(Cl)cc1)c1cccc(NC(=O)c2cccnc2)c1,-7,-3,-1,-2,6,31,2,-2,-0.6
Cc1nn(C(C)C(=O)Nc2ccc(Cl)cn2)c(C)c1[N+](=O)[O-] (stereo unspecified),-3,1,6,3,-2,-2,5,-4,3.4

# Only part of the results is shown; count on the stated rates, not on these rows.
